Chronic BCR inh – qHTS Assay to Find Inhibitors of Chronic Active B-Cell Receptor Signaling. ABC-DLBCL IkBa-CBG/CBR reporter, luminescence ratio, 4 h. Potency, µM (highest dose often 46.1 µM), for inactives: at the highest dose ratio change, negative = lower green/red ratio, actives largely listed as inhibitors. actives 0.05% (n = 340,000); active = well fitted inhibition curve with a large enough effect in the signal ratio, with a control signal flat, not every such curve was filed as active; inconclusive = small, poorly fitted or top-dose-only effect, or effect the other way, or a change in a side signal; the % refers to the signal ratio;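 note: potency is the fitted concentration of half-maximal effect; plate controls were basal doxycycline-induced cells for no effect and cells given 10 µM MG132 for full effect; MG132 reads +100%, hits lower the ratio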
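Doxycycline induced both beetle luciferases in TMD8 lymphoma cells; IKK-driven degradation limits the IkappaBalpha-fused green signal, while red luminescence normalises for cell number and nonspecific effects. Compounds tested up to 46 uM, 4 hrs.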
TCR act – Activators of T cell receptors: qHTS campaign | Potency, µM (titrated, usually from 9.22 µM), for the others: at the highest dose activation of IL-2 secretion, most hits filed as activators | primary human leukocytes, anti-CD3, IL-2 HTRF, 48 h | 330,000 tested, under 10 active; note: % of control where 0% means no effect
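Using a-CD3 beads without co-stimulation, primary human leukocytes were exposed to compounds for 48 hr. An HTRF IL-2 kit measured the cytokine, with europium-to-d2 energy transfer producing emission at 665nm upon 320nm excitation.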
A-T KAP1 phos – qHTS Assay for Identifying a Potential Treatment of Ataxia-Telangiectasia; Potency, µM (titrated, usually from 57.5 µM), without a hit: at the top dose activation, usual class: activators; actives 0.19% (n = 320,000); AID 485349, 2010; […] A-T fibroblasts, KAP-1 phosphorylation AlphaLISA; neocarzinostatin DNA damage 30 min before lysis; note: potency is the fitted concentration of half-maximal effect; % of control where 0% means no effect; nearly all actives have a fitted effect of over 45% in size
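hTERT-immortalized A-T patient fibroblasts ([…]), 500 cells/well in OPTI-MEM, 1% FBS, got compounds for 60 min, then NCS for 30 min at 37C. Lysates were then assayed for phospho-KAP-1 by AlphaLISA (anti-pKAP1 donor, anti-KAP1 acceptor beads), 6 hr at 25C.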
TSG101-PTAP inh – qHTS Assay for Iinhibitors of HIV-1 Budding by Blocking the Interaction of PTAP/TSG101. Tumor susceptibility gene 101 protein (Homo sapiens), Q99816. Fluorescence polarization, FITC-PTAP peptide / Tsg101 binding. Potency, µM (top dose mostly 115 µM), inactives show at the top dose activity change, negative = inhibition, hits mostly inhibitors. 340,000 tested, under 10 active; active = well fitted inhibition curve with a large enough effect in the main read-out, with a control signal flat, not every such curve was filed as active; inconclusive = small, poorly fitted or top-dose-only effect, or effect the other way, or a change in a side signal; inactive = no such curve, though single readings can be large or run the other way; note: potency is the fitted concentration of half-maximal effect; % of control where 0% means no effect
Target sequence (Q99816 whole entry, looked up): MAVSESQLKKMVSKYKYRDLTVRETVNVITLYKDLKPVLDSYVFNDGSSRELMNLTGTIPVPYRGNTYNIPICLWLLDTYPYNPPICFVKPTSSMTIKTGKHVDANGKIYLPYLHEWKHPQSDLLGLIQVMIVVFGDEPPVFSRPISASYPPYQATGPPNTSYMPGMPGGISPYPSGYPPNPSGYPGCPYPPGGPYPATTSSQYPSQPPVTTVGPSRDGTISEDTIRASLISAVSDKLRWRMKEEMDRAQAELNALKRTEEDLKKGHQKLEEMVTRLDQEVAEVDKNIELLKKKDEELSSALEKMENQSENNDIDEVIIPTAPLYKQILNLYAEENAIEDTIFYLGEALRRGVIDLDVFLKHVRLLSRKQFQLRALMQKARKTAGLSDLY
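Compounds were pin-transferred onto Tsg101 binding domain (10 uM final) in HEPES pH 7.5 buffer, then FITC-PTAP peptide was added at 50 nM final. After 20 min at RT, polarization reported peptide displacement across a qHTS concentration series.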
Tb PFK block – qHTS Assay to Find Inhibitors of T. brucei phosphofructokinase | ATP-dependent 6-phosphofructokinase (Trypanosoma brucei brucei), O15648 | T. brucei PFK, ADP-Glo luminescence | Potency, µM (top dose mostly 57.5 µM), inactives show at the top dose activity, negative = inhibition, usual class: inhibitors | actives 0.17% (n = 330,000) | AID 485367, 2010;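 note: potency is the fitted concentration of half-maximal effect; 0% = uninhibited 1x PFK enzyme wells and -100% = no-enzyme wells; nearly all actives have a fitted effect of over 60% in size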
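1.25 nM PFK with 0.5 mM F6P and 0.1 mM ATP in 0.1 M TEA pH 8.0, 5 mM MgCl2, incubated 45 min at room temperature; ADP measured by ADP-Glo luminescence; compounds titrated up to 57 uM.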
TSHR antagonist – Antagonists of the Thyroid Stimulating Hormone Receptor: HTS campaign | AID 504810, 2011 | actives 0.2% (n = 330,000) | Thyrotropin receptor (Homo sapiens), P16473 | TSHR-expressing cells, TSH-stimulated cAMP HTRF, 2 h; stronger effect = lower value | activity change, negative = inhibition, % at 11.5 µM;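 active = activity change below a set negative limit, meaning inhibition stronger than a set level, cut at about -70% in these data; inconclusive = activity change between two set negative limits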; note: % is set by controls: 0 for no effect and ±100 for the full control effect
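TSHR-expressing cells, 200/well, pre-treated with compound, then stimulated with EC80 TSH (4nM final) for 2 hours at 37 deg C. cAMP measured by competitive HTRF: anti-cAMP cryptate antibody in lysis buffer plus cAMP-d2, read after 30 minutes at room temperature.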
ELG1 DNA repair – qHTS screen for small molecules that inhibit ELG1-dependent DNA repair in human embryonic kidney (HEK293T) cells expressing luciferase-tagged ELG1. actives 2.3% (n = 330,000). AID 504467, 2011. HEK293T ELG1-luciferase reporter, luminescence, 16 h; DNA damage induced by 5-fluorouridine. Potency, µM (series often up to 46.1 µM), without a hit: at the top dose activity change, negative = inhibition, usual class: inhibitors; note: potency is the fitted concentration of half-maximal effect; % is set by controls: 0 for no effect and ±100 for the full control effect; nearly all actives have a fitted effect of over 55% in size
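Cells (2,000 per well) received 5-fluorouridine plus test compound or DMSO and were incubated 16 hr at 37 °C, 5% CO2. Luciferase activity was read by luminescence 30 min after ONE-Glo addition; signal suppression marked inhibition of damage-induced ELG1 function.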
ASM inhibitor – Inhibitors of Secretory Acid Sphingomyelinase (S-ASM): qHTS | placental ASM, HMU-PC fluorogenic substrate, 60 min | actives 0.006% (n = 340,000) | AID 504937, 2011 | Potency, µM (top dose mostly 57.5 µM), inactives show at the highest dose activity change, negative = inhibition, most hits filed as inhibitors; note: potency is the fitted concentration of half-maximal effect
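HMU-PC0 cleavage (9 uM final) by human placental ASM, 60 min at 37 °C following 10 min compound exposure at RT; stopped at pH 10, fluorescence Ex 386/Em 447 nm.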
a7 integrin act – qHTS for Activators of Integrin-Mediated Alleviation for Muscular Dystrophy | alpha7betagal myoblasts, beta-gal FDG fluorescence, 48 h | Potency, µM (doses to about 38.3 µM), for the others: at the top dose activation, usual class: activators | actives 0.064% (n = 350,000) | AID 624291, 2012;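 note: potency is the fitted concentration of half-maximal effect; 100% = response of the positive control SU9516; nearly all actives have a fitted effect of over 60% in size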
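Alpha7betagal+/- myoblasts (passage 13) were plated 16-24 hr, then exposed to compounds (1:260 dilution of DMSO stock) for 48 hours at 37C. After MPER lysis, β-galactosidase reporter activity was read as FDG fluorescence (ex 480/em 540) after 30 minutes.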
Mito fusion act – qHTS Assay for Small Molecule Inhibitors of Mitochondrial Division or Activators of Mitochondrial Fusion | actives 0.23% (n = 320,000) | Potency, µM (series often up to 46.1 µM), for the others: at the top dose growth rescue (activation), hits mostly activators | AID 485298, 2010 | S. cerevisiae fusion-defective mutant growth rescue, CellTiterGlo 48 h;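 note: potency is the fitted concentration of half-maximal effect; % of control where 0% means no effect; nearly all actives have a fitted effect of over 45% in size; temperature-sensitive fusion mutants such as fzo1-1 at 37 °C on non-fermentable ethanol glycerol medium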
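Temperature-sensitive fusion-defective S. cerevisiae (e.g. fzo1-1, mgm1-5) were grown with compound in YPEG medium (3% ethanol, 3% glycerol) for 48 hours at 37C. Growth rescue was measured as viability by CellTiterGlo luminescence after 10 minutes at ambient.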
Eya2 inh – qHTS Assay for Inhibitors of the Phosphatase Activity of Eya2 | Protein phosphatase EYA2 (Homo sapiens), O00167 | recombinant Eya2, OMFP fluorescence dephosphorylation (OMFP is methylfluorescein phosphate) | AID 488837, 2010 | Potency, µM (doses to about 76.9 µM), for inactives: at the top dose activity, negative = inhibition, usual class: inhibitors | actives 0.006% (n = 330,000); note: potency is the fitted concentration of half-maximal effect; % is set by controls: 0 for no effect and ±100 for the full control effect
Target sequence (O00167 whole entry, looked up): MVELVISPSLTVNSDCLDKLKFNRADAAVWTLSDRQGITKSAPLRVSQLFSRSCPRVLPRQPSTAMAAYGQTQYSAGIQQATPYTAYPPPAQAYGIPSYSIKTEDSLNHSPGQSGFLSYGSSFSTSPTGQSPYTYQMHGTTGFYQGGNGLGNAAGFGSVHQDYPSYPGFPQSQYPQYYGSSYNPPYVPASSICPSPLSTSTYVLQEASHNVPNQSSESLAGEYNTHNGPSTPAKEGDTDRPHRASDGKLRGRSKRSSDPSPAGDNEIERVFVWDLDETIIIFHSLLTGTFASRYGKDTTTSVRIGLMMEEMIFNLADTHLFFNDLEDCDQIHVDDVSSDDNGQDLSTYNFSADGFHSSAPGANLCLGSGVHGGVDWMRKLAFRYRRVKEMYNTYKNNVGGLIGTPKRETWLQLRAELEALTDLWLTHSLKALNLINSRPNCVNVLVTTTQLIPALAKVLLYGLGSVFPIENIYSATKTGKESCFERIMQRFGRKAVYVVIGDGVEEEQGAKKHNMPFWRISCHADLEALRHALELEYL
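Eya2 protein (added as 0.2 uM solution) was preincubated with compound for 10 min at ambient temperature in 50 mM HEPES pH 7.5, 50 mM NaCl, 5 uM MgCl2, 0.05% BSA, 1 mM DTT. OMFP (added at 50 uM) then reacted 10 min; fluorescence read at 485/525 nm.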
An asterisk follows results filed as active; ? = inconclusive; · = no result given; [ ] = another dose, or the depositor's remark. Unless noted, calls come from the whole dose curve; as a rule, active = well fitted curve in the direction sought with a large enough effect; inconclusive = small, poorly fitted or top-dose-only effect, or another doubt; inactive = no such curve, though single readings can be large; an effect the other way counts as inactive or inconclusive.

Values run as follows: Chronic BCR inh	TCR act	A-T KAP1 phos	TSG101-PTAP inh	Tb PFK block	TSHR antagonist	ELG1 DNA repair	ASM inhibitor	a7 integrin act	Mito fusion act	Eya2 inh
[1] CCOC(=O)COc1cc(OCC(=O)OCC)c2c3c(c(=O)oc2c1)CCCC3
    ?	-1%	11%	-4%	-17%	0	-10%	-3%	-22%	-4%	17%
[2] COc1cccc(NC(=O)c2ccccc2-c2ccccc2C(=O)O)c1
    2%	4%	-11%	-5%	-2%	-3	-18%	3%	20%	-1%	13%
[3] COc1ccc(NC(=O)CCNS(=O)(=O)c2ccc(NC(C)=O)cc2)cc1Cl
    -7%	5%	1%	-5%	4%	7	14%	0%	9%	2%	8%
[4] C[C@H](NC(=O)OC(C)(C)C)c1nnc(SCC(=O)Nc2cccc(Cl)c2)o1
    -2%	-2%	3%	-1%	-1%	-15	?	0%	-26%	7%	2%
[5] CCOC(=O)C1(c2nc(N)cs2)COC(=O)C1 (centres undefined)
    12%	-7%[46.1 µM]	-5%	-4%	-14%	4	6%	2%	8%	0%	-1%
[6] O=C(O)C1SCCN1S(=O)(=O)c1ccc2ccccc2c1 (centres undefined)
    12%	17%[46.1 µM]	3%	-5%	5%	4	-5%	2%	14%	-8%	1%
[7] COc1ccccc1N1CCN(C2CCCN(C(=O)c3cc(C4CC4)on3)C2)CC1 (centres undefined)
    6%	-2%	-1%	0%	-2%	-7	-7%	3%	0%	-1%	-9%
[8] O=C(COC(=O)C(Cc1ccccc1)NC(=O)c1ccco1)NC1CC1 (centres undefined)
    -9%	-5%	0%	-4%	3%	5	19%	6%	-6%	-6%	-5%
[9] CC1CCCCC1NC(=S)Nc1ccc(SC(F)F)cc1 (centres undefined)
    ?	-3%	-1%	-13%	1%	?	?	-9%	-60%[inhibitor]	-6%	-13%
[10] COc1cc(/C=C/C(=O)OCC(=O)Nc2ccccc2Cl)cc(OC)c1OC
    8%	-3%	-4%	-3%	5%	-4	-4%	18%	?	-1%	0%
[11] Cc1cccc(N2C(S)=C(C#N)C(=O)NC2c2cccs2)c1 (centres undefined)
    ?	-1%[46.1 µM]	-1%	-5%	5%	0	15%	3%	-32%	3%	2%
[12] Cc1ccc(S(=O)(=O)N2CCN(CC(=O)Nc3ccccc3C(=O)NC3CC3)CC2)cc1
    -6%	0%	9%	-2%	-5%	-5	-13%	1%	-27%	-9%	27%
[13] CCCSc1nnc(CNS(=O)(=O)c2ccc(C)cc2)n1C
    0%	-4%	17%	-1%	-12%	7	9%	5%	5%	3%	11%
[14] COc1cccc(N2CC(NS(=O)(=O)c3cccnc3)CC2=O)c1 (centres undefined)
    11%	0%	-12%	-5%	-11%	13	4.1µM*	2%	-2%	1%	-6%
[15] COc1ccc(C(=O)NCCCCCCNC(=O)c2ccc(OC)cc2)cc1
    0%	3%	-2%	0%	13%	9	?	-1%	-11%	-5%	-4%
[16] CCN(CC)S(=O)(=O)c1ccc2oc(Nc3ccc(OC)cc3OC)nc2c1
    ?	3%	1%	-2%	0%	-12	-23%	-1%	?	-28%	1%
[17] Cc1ccc(NC(=O)c2cccs2)cc1NC(=O)c1ccc(F)cc1
    ?	4%	-9%	-7%	3%	-11	?	-4%	24%	-4%	-20%
[18] CC(=O)c1cccc(NC(=O)N[C@@H](CC(C)C)C(=O)O)c1
    18%	6%	-3%	-4%	-1%	-6	-7%	-2%	-6%	14%	1%
[19] COc1cccc(N(C(=O)CS(=O)CC(=O)Nc2ccc(F)cc2)C(C(=O)NC2CCCCC2)c2cccs2)c1 (centres undefined)
    4%	0%[46.1 µM]	-1%	0%	0%	4	-9%	-2%	8%	4%	-5%
[20] CCCCn1c(N)c(N(Cc2ccccc2OC)C(=O)CCSC)c(=O)[nH]c1=O
    -2%	2%	-1%	-6%	-2%	9	16%	3%	9%	1%	5%

One compound at a time, as listed above. Screens in order: Chronic BCR inh, TCR act, A-T KAP1 phos, TSG101-PTAP inh, Tb PFK block, TSHR antagonist, ELG1 DNA repair, ASM inhibitor, a7 integrin act, Mito fusion act, Eya2 inh
CCN(CC)S(=O)(=O)c1ccc2oc(Nc3ccc(OC)cc3OC)nc2c1 across the screens: ?, 3%, 1%, -2%, 0%, -12, -23%, -1%, ?, -28%, 1%
Cc1ccc(S(=O)(=O)N2CCN(CC(=O)Nc3ccccc3C(=O)NC3CC3)CC2)cc1 across the screens: -6%, 0%, 9%, -2%, -5%, -5, -13%, 1%, -27%, -9%, 27%
Cc1ccc(NC(=O)c2cccs2)cc1NC(=O)c1ccc(F)cc1 across the screens: ?, 4%, -9%, -7%, 3%, -11, ?, -4%, 24%, -4%, -20%

The list goes on:
Values run as follows: Chronic BCR inh	TCR act	A-T KAP1 phos	TSG101-PTAP inh	Tb PFK block	TSHR antagonist	ELG1 DNA repair	ASM inhibitor	a7 integrin act	Mito fusion act	Eya2 inh
[21] Cn1c(CNC(=O)c2ccc(Cl)cc2)nnc1SCC(=O)Nc1sc2c(c1C#N)CCCC2
    10%	6%	4%	1%	-2%	2	-5%	6%	13%	1%	22%
[22] O=C(CSc1nnnn1-c1ccc(F)cc1)Nc1ccc(N2CCOCC2)c(Cl)c1
    ?	·	·	1%	3%	-2	-25%	-3%	13%[7.66 µM]	-1%	-4%
[23] CCC(=O)c1c(NC(CC)CO)cc(C)oc1=O (centres undefined)
    11%	-1%	0%	-1%	-2%	15	-13%	-1%	3%	2%	-5%
[24] O=C(Nn1c(C2CCCCC2)nc2ccccc2c1=O)c1ccc([N+](=O)[O-])cc1
    ?	1%[46.1 µM]	9%	-1%	3%	0	-14%	-4%	29%	4%	-1%
[25] CCn1cc(C(=O)OCC(=O)c2cc(C)n(-c3ccc(OC(F)F)cc3)c2C)c(=O)c2ccc(C)nc21
    -5%	6%[46.1 µM]	8%	-4%	0%	3	?	-21%	8%	11%	-3%
[26] Cc1cc(C(=O)O)c2ccccc2n1
    6%	·	·	-2%	0%	3	6%	2%	9%	3%	10%
[27] COc1ccc(CCNC(=O)C(=O)NN=C2CCCCCCC2)cc1OC
    ?	6%	-5%	-1%	1%	-2	8%	-1%	15%	-1%	3%
[28] NC(=O)c1ccccc1N=Cc1ccccn1
    0%	-9%	2%	-2%	1%	-9	3%	85%[activator]	-1%	1%	7%
[29] COc1ccc2cc(C3=CC(=O)C[C@H](c4ccc5c(c4)OCO5)C3)ccc2c1
    3%	1%	3%	-4%	3%	28	?	158%[activator]	19%	?	4%
[30] C/C(=N/NS(=O)(=O)c1cccc([N+](=O)[O-])c1)c1c[nH]c2ccccc12
    3%	·	14%	0%	0%	-13	4%	-4%	-12%	5%	-1%
[31] O=C(O)CCSc1nnc(SCC(=O)NCC(F)(F)F)s1
    0%	1%[46.1 µM]	3%	-3%	1%	-1	3%	5%	5%	-3%	-5%
[32] Cc1ccc(-c2nc3ccc(Cl)cc3n2OC(C)C(=O)O)cc1 (centres undefined)
    ?	-7%	-1%	-8%	-5%	-29	?	7%	32%	-2%	-11%
[33] O=C(CCNC(=O)c1ccc([N+](=O)[O-])cc1)Nc1ccc(N2CCOCC2)cc1N1CCOCC1
    -9%	4%	-3%	-1%	0%	2	-13%	-2%	25%	1%	15%
